# Compound activity from PubChem BioAssay.
# ADAM17 inh – inhibitors of human ADAM17 | recombinant ADAM17, EDANS/DABCYL FRET peptide cleavage | AID 720648 | inhibition, % at 6.95 µM | hit rate 0.83% among 370,000 | P78536;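 active means inhibition above the mean of compounds lying between control limits plus 3 SD, set per campaign, cut at about 8.5% in these data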;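 further: 0% = DMSO-only wells as the low control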
# Target sequence (P78536 215-824 limits assumed): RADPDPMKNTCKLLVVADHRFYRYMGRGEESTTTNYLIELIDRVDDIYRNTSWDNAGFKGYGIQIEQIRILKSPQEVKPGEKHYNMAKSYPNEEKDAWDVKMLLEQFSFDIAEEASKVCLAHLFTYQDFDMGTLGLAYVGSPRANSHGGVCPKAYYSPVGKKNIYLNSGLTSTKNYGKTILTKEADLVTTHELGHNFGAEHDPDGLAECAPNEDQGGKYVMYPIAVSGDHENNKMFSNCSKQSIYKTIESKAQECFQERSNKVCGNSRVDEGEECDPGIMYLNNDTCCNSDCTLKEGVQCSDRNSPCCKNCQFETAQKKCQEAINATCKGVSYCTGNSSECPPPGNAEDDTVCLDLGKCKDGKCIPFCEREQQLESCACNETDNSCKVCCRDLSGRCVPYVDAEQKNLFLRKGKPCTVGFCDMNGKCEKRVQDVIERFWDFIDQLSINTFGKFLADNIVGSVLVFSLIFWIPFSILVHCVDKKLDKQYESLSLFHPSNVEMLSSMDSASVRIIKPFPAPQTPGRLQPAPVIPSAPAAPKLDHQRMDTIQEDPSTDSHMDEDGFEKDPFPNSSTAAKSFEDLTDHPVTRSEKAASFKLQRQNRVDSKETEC
# PLC-beta3 inh – blocks human PLC-beta3 enzyme activity; AID 720704; Purified PLC-beta3, fluorogenic substrate, fluorescence; Q01970; inhibition, % at 12.2 µM; hit rate 0.18% among 370,000; in the data active means inhibition above about 11%;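 further: 0% = median of compound wells on plate and 100% = full blocker control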
# TDP2 absorb – TDP2 (human) inhibition, absorbance primary screen. hit rate 0.34% among 370,000. inhibition, % at 12.8 µM. recombinant TDP2, T5PNP hydrolysis, p-nitrophenol absorbance 415 nm;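 active means inhibition above the mean of all tested compounds plus 3 SD, set per campaign, cut at about 25% in these data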;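 further: 0% = DMSO with enzyme and 100% = buffer with substrate but no TDP2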
# Target sequence (O95551 whole entry, looked up): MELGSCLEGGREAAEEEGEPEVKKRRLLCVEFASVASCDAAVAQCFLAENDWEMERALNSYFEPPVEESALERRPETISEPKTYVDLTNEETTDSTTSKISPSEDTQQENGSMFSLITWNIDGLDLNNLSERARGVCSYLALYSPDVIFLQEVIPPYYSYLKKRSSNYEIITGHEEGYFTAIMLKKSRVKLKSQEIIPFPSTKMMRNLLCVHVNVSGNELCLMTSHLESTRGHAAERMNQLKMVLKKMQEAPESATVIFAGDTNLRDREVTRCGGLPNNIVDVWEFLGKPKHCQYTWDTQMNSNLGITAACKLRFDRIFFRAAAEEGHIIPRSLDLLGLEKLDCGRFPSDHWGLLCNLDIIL
#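 Assay system: Recombinant human TDP2 | Quantity: 120 nM TDP2 per well | Incubation: 2 h at 37 °C | Signal: Epi absorbance | Evaluation: Percent inhibition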
# ASAP1 GAP inh – ASAP1 ArfGAP inhibition | Q9ULH1 | ASAP1-stimulated ARF1 GTP hydrolysis, GDP FP detection | inhibition, % at 16.5 µM | hit rate 0.19% among 360,000 | AID 624377; in the data active means inhibition above about 25%;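 further: 0% = vehicle with enzyme and substrate and 100% = no enzyme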
# ARFGAP1 inhibitor – inhibits rat ARF GTPase activating protein 1 | Q62848 | Arfgap1-stimulated ARF1 GTP hydrolysis, GDP FP detection | inhibition, % at 16.5 µM | hit rate 0.26% among 360,000;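 active means inhibition above a per-plate limit, mean inhibition of low control wells plus 3 SD, cut at about 25% in these data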;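 further: 0% = DMSO wells with enzyme and 100% = wells lacking Arfgap1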
#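 System: truncated rat Arfgap1 GAP domain / Medium: HEPES-based buffer, pH 7.5 / Also added: N-terminally truncated human ARF1-GTP substrate / Incubation: enzyme reaction 120 min at 25 °C after 20 min preincubation / Measured by: FP of antibody-bound GDP Alexa 633 tracer, ex 620/em 688 nm / Replicates: singlicate, each compound tested once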
# PLCg1 inh – blocks human PLC-gamma1 enzyme activity; hit rate 0.84% among 370,000; inhibition, % at 12.2 µM; P19174; purified PLC-gamma1, fluorogenic substrate, fluorescence; in the data active means inhibition above about 9.5%
# Tn7 DDE FP – inhibitors of Tn7 peptide binding to human fibrin DD(E). P02675. FP displacement of FITC-Tn7 peptide from fibrin DD(E); 0% = median of compound wells per plate. inhibition, % at 8.3 µM. hit rate 0.13% among 370,000;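 active means inhibition above the mean of compounds falling within the control limits plus 3 SD of them, cut at about 14% in these data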;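 further: 0% = plate median of compound wells and 100% = 10 µM Aha-Tn7 peptide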
#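 System: human fibrin DD(E); quantity: Fibrin-DD(E) at 2 µM final; also added: fluorescent Tn7 probe at 0.1 µM; compound dosing: single nominal test concentration of 8.3 µM per compound; schedule: 10 min preincubation, 3 h with tracer, room temperature; detection: fluorescence polarization of the labelled Tn7 tracer; repeats: one replicate per compound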
# ADAM10 inh – ADAM10 inhibition, QFRET primary screen | O14672 | recombinant ADAM10, EDANS/DABCYL FRET peptide cleavage, 3 h | inhibition, % at 7 µM | hit rate 0.62% among 370,000 | AID 720582;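 active means inhibition above a per-campaign cutoff equal to the mean of compounds falling between control-based bounds plus 3 SD, cut at about 20% in these data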;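 further: 0% = DMSO wells while the 100% control is not disclosed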
# DDE Tn6 FP inh – disrupts Tn6 cyclic peptide binding to fibrin D-Dimer-E complex; P02675; Fibrin DD(E) TRITC-Tn6 fluorescence polarization displacement; inhibition, % at 8.3 µM; hit rate 0.21% among 370,000; AID 720509;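 active means inhibition above a per-campaign cutoff: mean of compounds within control limits plus 3 SD, cut at about 15% in these data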;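 further: 0% = median of all compound wells on the plate and 100% = blocking peptide control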
# SIAE inh – blocks human sialic acid acetylesterase. hit rate 0.69% among 370,000. inhibition, % at 9.66 µM. SIAE FP-Rh probe binding, fluorescence polarization. Q9HAT2;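 active means inhibition above a cutoff: mean of compounds within the control limits plus 3 SD of those, cut at about 17% in these data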;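 further: 0% = plate median of compound wells and 100% = probe without SIAE protein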
# * hit, by the source's call; nt = not tested or not shown.
SMILES,ADAM17 inh,PLC-beta3 inh,TDP2 absorb,ASAP1 GAP inh,ARFGAP1 inhibitor,PLCg1 inh,Tn7 DDE FP,ADAM10 inh,DDE Tn6 FP inh,SIAE inh
COc1ccc(CCN(C)CC(=O)Nc2ccc(F)c(Cl)c2)cc1OC,3.4,-0.4,-2.9,4.6,1.4,3.0,-3.3,-1.4,-7.8,4.6
O=C(COc1ccccc1F)NCc1nc2ccccc2[nH]1,-1.3,-4.3,-0.1,15.0,1.0,-1.6,2.6,13.9,-5.5,-2.8
O=C(Nc1nc(-c2ccco2)c(-c2ccco2)s1)C1CCC1,1.9,-56.5,7.1,-12.4,1.6,-47.2,8.1,-5.7,-7.7,1.8
OC(c1ccc(-c2ccccc2)cc1)c1ncc(-c2ccc(C(F)(F)F)cc2)[nH]1 (stereo not given),9.1*,-82.5,2.1,6.8,39.3*,1.9,-1.1,5.9,0.7,-24.1
COc1ccc(CCNC(=O)Cc2cc(OC)c(OC)cc2[N+](=O)[O-])cc1OC,1.4,2.1,5.2,2.1,7.7,6.2,-13.6,2.1,4.9,6.5
CCCCN1CC(=O)N2[C@H](c3ccc(Cl)cc3)[C@@H]3C(=O)N(CC)C(=O)[C@@H]3[C@]2(Cc2ccccc2)C1=O,-4.5,1.4,3.6,-9.0,3.8,0.3,-0.7,-7.9,2.7,-1.6
CCOc1ccc(NC(=O)C2CCC(CNc3c(N4CCOCC4)c(=O)c3=O)CC2)cc1 (stereo not given),-0.3,0.8,-2.2,-10.7,7.5,0.8,1.2,-11.1,7.2,3.4
CS(=O)(=O)N(CC(=O)N1CCCC1)c1cccc(Cl)c1,-7.6,0.0,-3.0,1.7,-3.5,-0.4,1.4,7.2,-2.2,2.1
O=C(NCC(=O)N1CCN(C(=O)c2ccccc2)CC1)c1ccccc1,1.2,-4.5,0.0,-10.0,0.8,-1.0,-5.9,-10.1,5.1,1.9
CCOC(CNc1c([N+](=O)[O-])c(=O)n(C)c(=O)n1C)OCC,-0.2,1.2,7.3,-13.5,-5.5,1.0,-4.1,1.4,3.9,0.0
CC1CCN(Cc2c(C(=O)N/N=C/c3ccc(C(C)(C)C)cc3)nnn2-c2nonc2N)CC1,1.1,-2.3,-6.7,-4.1,6.2,2.4,-5.0,3.7,11.9,1.4
COc1cccc(Sc2nc(-c3ccccc3)ncc2S(C)(=O)=O)c1,1.6,-8.0,-13.0,-3.8,-0.2,-4.9,-5.1,5.4,3.2,-4.6
Cc1ccc(S(=O)(=O)Nc2ccc(C(=O)NCCCN3CCOCC3)cc2)cc1[N+](=O)[O-],1.0,-6.9,-15.6,8.8,-0.8,4.3,2.3,-9.5,-0.1,2.1
Cc1ccc(C(=O)N2CCN(c3ncnc4c3cnn4-c3ccccc3)CC2)cc1,-1.8,3.4,-2.6,-7.3,-3.2,0.1,3.7,-7.1,1.2,-2.3
O=C(c1ccc2c(c1)OCO2)N1CCN(S(=O)(=O)N2CCCCC2)CC1,0.6,-4.1,-4.0,-12.1,6.0,1.2,2.1,4.5,-1.6,0.5
Cc1ccc(S(=O)(=O)N(C)CCCC(=O)Nc2ccc(F)cc2)cc1,1.5,3.2,-6.9,5.2,-1.7,-2.2,6.4,-14.9,4.0,-8.2
O=C(NCCc1ccc(C(F)(F)F)cc1)C1COc2ccccc2O1 (stereo not given),0.2,-6.7,-14.5,1.7,11.5,-4.7,1.6,1.0,4.5,-4.3
CCN(CC)CCCNC(=O)c1cc(-c2ccc(O)cc2)on1,-2.3,2.0,-3.9,-4.7,-2.5,-2.0,5.2,-7.3,8.6,-0.7
Cc1c(NC(=O)c2ccc(Br)s2)c(=O)n(-c2ccccc2)n1C,0.8,-3.8,12.0,1.9,3.6,2.6,1.7,6.4,-6.1,5.2
O=C(Cc1ccc(Cl)cc1)OCc1nnc(-c2ccccc2)o1,3.3,-0.6,-2.4,2.1,9.6,-0.2,-4.5,-6.2,3.0,6.7
CCOc1ccccc1N1CCN(Cc2cccc(OC)c2O)CC1,-1.8,2.4,7.2,-4.6,2.2,0.5,7.2,0.8,-4.0,-5.0
CCCc1nnc(NC(=O)CCC(=O)N2CCN(c3nc(C)cc(C)n3)CC2)s1,-1.6,-3.0,1.6,5.2,3.2,0.3,-5.1,9.8,0.5,4.6
COc1ccc(NC2=C3CC(C)CC=C3N(c3ccc(OC)cc3)C2=O)cc1 (stereo not given),-3.4,-3.1,11.5,-8.7,2.4,-1.0,5.8,-6.1,1.1,3.3
COc1ccccc1/C=C1\SC(=S)N(CCC(=O)NCCCn2ccnc2)C1=O,3.1,-12.7,-5.5,-7.2,4.9,-0.3,3.1,14.2,-0.3,0.9
CC(C)[C@@H](C(=O)N[C@@H](C(=O)O)c1ccccc1)N1C(=O)N2CCc3c([nH]c4ccccc34)[C@@]2(C)C1=O,-0.6,4.1,-10.8,-8.3,10.2,3.6,-4.4,0.7,-3.4,-3.3

# Molecules from the list above that contain an NH in an aromatic ring:
SMILES,ADAM17 inh,PLC-beta3 inh,TDP2 absorb,ASAP1 GAP inh,ARFGAP1 inhibitor,PLCg1 inh,Tn7 DDE FP,ADAM10 inh,DDE Tn6 FP inh,SIAE inh
O=C(COc1ccccc1F)NCc1nc2ccccc2[nH]1,-1.3,-4.3,-0.1,15.0,1.0,-1.6,2.6,13.9,-5.5,-2.8
OC(c1ccc(-c2ccccc2)cc1)c1ncc(-c2ccc(C(F)(F)F)cc2)[nH]1 (stereo not given),9.1*,-82.5,2.1,6.8,39.3*,1.9,-1.1,5.9,0.7,-24.1
CC(C)[C@@H](C(=O)N[C@@H](C(=O)O)c1ccccc1)N1C(=O)N2CCc3c([nH]c4ccccc34)[C@@]2(C)C1=O,-0.6,4.1,-10.8,-8.3,10.2,3.6,-4.4,0.7,-3.4,-3.3

# Next section:
SMILES,ADAM17 inh,PLC-beta3 inh,TDP2 absorb,ASAP1 GAP inh,ARFGAP1 inhibitor,PLCg1 inh,Tn7 DDE FP,ADAM10 inh,DDE Tn6 FP inh,SIAE inh
C=CCOc1ccn(C)c(=O)n1,-3.5,-1.3,-12.4,5.5,8.2,3.8,-1.6,-9.9,1.1,-5.0
CCCCNC(=S)N/N=C1\C(=O)c2cccc3cccc1c23,-0.7,1.6,12.2,2.8,4.0,-1.5,5.7,6.5,-0.4,2.8
Cc1ccc(S(=O)(=O)N2CCC(=O)N([C@H](CO)Cc3ccccc3)CC2)cc1,-3.5,3.8,-7.3,11.3,-2.4,0.6,4.3,-8.2,1.5,7.1
CCOC(=O)C1CCCN(CC(=O)Nc2c(C(=O)OC)[nH]c3ccc(Br)cc23)C1 (stereo not given),2.6,3.6,-6.9,0.9,11.4,1.4,2.2,-1.6,-4.4,4.1
CC(=O)Nc1ccc(S(=O)(=O)CCC(=O)O)cc1,-2.3,2.1,2.1,-3.8,2.5,-0.9,0.7,3.9,8.1,-1.7
Cc1cc(C)cc(C(=O)NN2CCN(C)CC2)c1,0.9,1.1,10.1,-5.4,-3.8,-14.5,-0.6,1.0,1.4,7.6
CCc1ccc(-n2c(SCC(=O)Nc3cc(C)[nH]n3)nc3[nH]ncc3c2=O)cc1,-0.2,1.9,-0.4,-1.3,-5.0,0.5,3.5,-1.6,1.6,-0.4
CN(C(=O)CSc1nnc(NCc2ccccc2)s1)C1CCS(=O)(=O)C1 (stereo not given),-1.8,-5.4,-0.5,15.9,2.2,-0.7,-1.7,-5.2,2.9,-3.3
CCCC(c1nnnn1CCC(C)C)N1CCC(C(N)=O)CC1 (stereo not given),-4.8,0.5,-1.7,-13.0,5.2,1.7,3.0,-2.3,-1.2,-2.6
CC(NC(=O)c1ccccc1SCC(=O)N1CCCC1)c1ccccc1 (stereo not given),1.0,-4.5,-0.3,-3.1,2.2,-0.8,-8.4,-9.6,1.7,-2.9
O=C(CSc1ccc(-c2ccncc2)nn1)c1ccccc1,-2.5,-10.2,-5.0,2.7,-2.1,-1.4,7.4,-2.5,2.6,-2.2
CN=C1S/C(=C\c2cccn2-c2cccc(Br)c2)C(=O)N1C,1.0,2.3,-0.8,-3.9,1.4,-2.5,-3.3,10.9,-6.9,0.7
O=C(O)CCN1C(=O)C2C3CC(C2C1=O)C1C(c2ccccc2)c2sc(=O)[nH]c2SC31 (stereo not given),-0.2,-4.9,6.1,0.4,-4.2,-4.7,-2.2,0.6,-1.4,3.5
O=C(COC(=O)c1cn(-c2ccccc2)nc1-c1ccccc1)c1cccc([N+](=O)[O-])c1,-0.9,-0.9,12.8,-5.0,13.1,3.5,5.7,1.9,2.1,0.1
Cc1cc(C)n2nc(CC(=O)NNC(=O)c3ccccc3Cl)nc2n1,-4.6,0.8,-16.4,-0.3,-3.4,6.9,-2.3,-4.8,1.4,0.6
CC1=C(C(=O)N(C)C)CC(CC(=O)NC(c2ccccc2)c2ccccc2)C(=O)N1Cc1ccccc1 (stereo not given),-3.7,1.6,0.8,10.5,-4.6,1.0,2.5,-14.6,-4.7,-2.5
CC(=O)Nc1cc(-c2cccc(C(=O)N(C)C)c2)cn2c(-c3ccc(C(C)=O)cc3)cnc12,-9.8,-489.7,4.5,10.9,-2.1,-395.7,-3.5,-48.1,-2.0,-3.3
COc1cc(C(=O)Nc2ccc3c(c2)CCN3C(C)=O)cc(OC)c1OC,-3.1,-4.2,2.8,-1.2,4.7,3.4,0.5,0.1,1.8,7.3
CSCCC(NC(=O)COc1ccccc1)C(=O)NCCOc1ccccc1 (stereo not given),-2.2,-5.1,1.8,-5.6,2.3,-4.7,-8.5,2.4,7.8,7.3
CCOC(=O)c1c(-c2ccccc2)csc1NC(=O)CSc1nnc(C)s1,5.7,-3.3,-9.5,3.3,-0.4,-0.8,2.2,7.3,1.2,5.3
Cc1ccc(OCCn2cc(Br)c(=O)[nH]c2=O)cc1,-5.7,3.2,20.6,-7.3,-7.0,-2.2,7.6,3.5,3.7,4.0
Nn1c(SCc2ccc(Br)cc2)nnc1-c1n[nH]c2c1CCC2,2.7,5.1,-0.2,nt,nt,1.8,0.9,3.9,0.5,-3.3
CC1CC(C)CN(C(=O)COC(=O)/C=C/c2cccc([N+](=O)[O-])c2)C1 (stereo not given),-2.7,0.5,-6.0,0.9,-4.8,0.1,8.3,-4.7,-0.9,-0.9
CCOc1ccc(NC(=O)CN2CCCN(c3ccc(OC)cc3)CC2)cc1,2.2,1.1,12.0,nt,nt,2.1,-4.1,-0.9,7.7,3.2
Cc1cccc(OCC2=NS(=O)(=O)c3ccccc3N2)c1,-7.0,-2.4,1.1,9.4,8.4,-0.1,-0.4,-5.4,-1.3,-8.8
Cc1ccc2c(c1)CC(C)N2S(=O)(=O)c1nnc(NC(=O)CC(C)C)s1 (stereo not given),-7.1,-6.2,9.6,-0.7,2.2,-0.5,2.3,-5.1,-0.6,-5.2
